Rab9 promoter act – qHTS Assay for Rab9 Promoter Activators; Potency, µM (doses to about 9.22 µM), for inactives: at the top dose activation, negative = inhibition, actives largely listed as activators; hit rate 2.8% among 320,000; AID 485297, 2010; Huh7 Rab9 promoter-luciferase reporter, luminescence, 24 h; note: % of control where 0% means no effect; nearly all actives have a fitted effect of over 60% in size
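Luminescence read-out: Huh7 cells stably expressing Rab9-luciferase, treated 24 h with compound at 37 °C, then lysed with luciferase reagent for 10 min at ambient before reading.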
p53 reactivator – qHTS assay for re-activators of p53 using a Luc reporter; AID 504706, 2011; hit rate 0.063% among 320,000; H1299 p53-A138V BP100-luciferase reporter, luminescence, 24 h; Potency, µM (highest dose often 92.2 µM), for the others: top-dose activity change, positive = activation, hits mostly activators; note: % of control where 0% means no effect; nearly all actives have a fitted effect of over 45% in size
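p53-null H1299 cells stably carrying temperature-sensitive p53-A138V and a BP100-luciferase reporter were pinned with compounds (4-point, 1:5 series) and held 24 hrs at 37 deg C. Luminescence was read 10 min after detection reagent.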
FLuc modulator – qHTS profiling assay for firefly luciferase inhibitor/activator using purifed enzyme and Km concentrations of substrates (counterscreen for miR-21 project). Luciferin 4-monooxygenase (Photinus pyralis), P08659. purified FLuc, Km substrates, luminescence inhibition. Potency, µM (series often up to 57.5 µM), without a hit: at the highest dose activity change, negative = inhibition, most hits filed as inhibitors. hit rate 6.9% among 360,000. AID 588342, 2011;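 note: plate controls were vehicle for no effect and reference inhibitor for full effect; nearly all actives have a fitted effect of over 55% in size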
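Purified P. pyralis luciferase, 10 nM final, with Km-level 10 uM D-luciferin and 10 uM ATP in 50 mM Tris acetate pH 7.5, 10 mM Mg acetate, 0.01% Tween-20, 0.05% BSA; 6-point qHTS titration about 60 µM downward; luminescence read.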
VP16 counter – VP16 counterscreen qHTS for inhibitors of ROR gamma transcriptional activity | hit rate 3.5% among 310,000 | Drosophila S2 Gal4-VP16 UAS-luciferase, luminescence, 20 h | AID 2546, 2010 | Potency, µM (doses to about 53.6 µM), without a hit: top-dose activity, negative = inhibition, usual class: inhibitors;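 note: Gal4-VP16 expression switched on by copper sulfate through the metallothionein promoter; % is set by controls: 0 for no effect and ±100 for the full control effect; nearly all actives have a fitted effect of over 50% in size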
MBNL1 CUG block – qHTS Assay for Inhibitors of MBNL1-poly(CUG) RNA binding | Muscleblind-like protein 1 (Homo sapiens), Q9NR56 | TR-FRET MBNL1-His/biotin-(CUG)12 binding, 665/545 ratio | Potency, µM (highest dose often 57.5 µM), inactives show at the top dose activity change, negative = inhibition, hits mostly inhibitors | hit rate 0.036% among 280,000 | AID 2675, 2010; active = well fitted inhibition curve with a large enough effect in the signal ratio, with a control signal flat, not every such curve was filed as active; inconclusive = small, poorly fitted or top-dose-only effect, or effect the other way, or a change in a side signal; inactive = no such curve, though single readings can be large or run the other way; the % refers to the signal ratio; note: % is set by controls: 0 for no effect and ±100 for the full control effect
Target sequence (Q9NR56 whole entry, looked up): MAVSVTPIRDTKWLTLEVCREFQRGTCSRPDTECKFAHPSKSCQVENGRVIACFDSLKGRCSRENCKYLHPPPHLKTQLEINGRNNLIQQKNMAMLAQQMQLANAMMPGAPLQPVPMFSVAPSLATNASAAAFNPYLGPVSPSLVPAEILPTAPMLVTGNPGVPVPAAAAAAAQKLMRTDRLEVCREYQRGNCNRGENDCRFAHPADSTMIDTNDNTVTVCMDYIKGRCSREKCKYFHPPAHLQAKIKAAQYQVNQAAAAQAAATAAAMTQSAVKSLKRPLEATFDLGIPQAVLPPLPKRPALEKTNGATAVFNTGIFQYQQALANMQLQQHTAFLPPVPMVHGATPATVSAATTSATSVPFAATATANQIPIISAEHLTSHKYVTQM
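Compound titration spanned 92 nM–58 uM against the MBNL1-His/biotin-(CUG)12 complex. After 60 min at room temperature with 5 nM streptavidin-XL665 and 0.055 ng/ul terbium anti-His, ratiometric 665/545 nm emission (Ex 340 nm) normalized to controls.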
RORgamma inh – qHTS for inhibitors of ROR gamma transcriptional activity | Nuclear receptor ROR-gamma (Mus musculus), P51450 | Drosophila S2 Gal4-RORgamma UAS-luciferase reporter, 20 h | AID 2551, 2010 | Potency, µM (titrated, usually from 53.6 µM), for inactives: top-dose activity change, negative = inhibition, hits mostly inhibitors | hit rate 5.4% among 310,000; note: % is set by controls: 0 for no effect and ±100 for the full control effect; nearly all actives have a fitted effect of over 60% in size
Target sequence (P51450 whole entry, looked up, the tested form may be a part): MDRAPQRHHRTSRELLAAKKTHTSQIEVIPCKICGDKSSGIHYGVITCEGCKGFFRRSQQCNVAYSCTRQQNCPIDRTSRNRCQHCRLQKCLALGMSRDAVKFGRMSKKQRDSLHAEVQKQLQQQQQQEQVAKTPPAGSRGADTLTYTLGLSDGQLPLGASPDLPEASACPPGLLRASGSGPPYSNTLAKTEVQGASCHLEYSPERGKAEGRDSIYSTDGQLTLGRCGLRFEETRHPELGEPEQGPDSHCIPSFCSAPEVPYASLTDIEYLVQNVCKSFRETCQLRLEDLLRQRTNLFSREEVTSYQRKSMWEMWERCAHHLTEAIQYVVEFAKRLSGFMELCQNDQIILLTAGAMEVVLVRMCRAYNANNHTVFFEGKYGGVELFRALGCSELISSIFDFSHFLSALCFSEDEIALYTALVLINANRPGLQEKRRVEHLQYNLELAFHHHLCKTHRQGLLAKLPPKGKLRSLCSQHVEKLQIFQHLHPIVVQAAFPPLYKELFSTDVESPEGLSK
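ROR gamma transcriptional activity was tracked as Gal4-UAS luciferase output in stably transfected Drosophila Schneider cells, with compound added 1 hr before 700 uM copper sulfate induction and a 20 hr ambient-temperature incubation.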
uPA generation – qHTS for Inhibitors of Cell Surface uPA Generation; cell surface uPA generation assay, qHTS; Potency, µM (highest dose often 38.3 µM), for the others: top-dose activity change, negative = inhibition, actives largely listed as inhibitors; hit rate 0.31% among 330,000; active = well fitted inhibition curve with a large enough effect; inconclusive = small, poorly fitted or top-dose-only effect; inactive = no such curve, though single readings can be large or run the other way; tested in mouse RAW 264.7 cells; note: % is set by controls: 0 for no effect and ±100 for the full control effect; nearly all actives have a fitted effect of over 55% in size
NPC1 prom act – qHTS Assay for NPC1 Promoter Activators; Potency, µM (top dose mostly 9.22 µM), for inactives: at the highest dose activation, actives largely listed as activators; AID 485313, 2010; Huh7 NPC1 promoter luciferase reporter, 24 h; hit rate 2.4% among 320,000;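 note: % of control where 0% means no effect; nearly all actives have a fitted effect of over 60% in size; reporter is driven by a mutant NPC1 promoter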
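In 1536-well qHTS, Huh7 cells harboring an NPC1 promoter–luciferase construct received compound for 24 h; activation was quantified by luminescence following luciferase reagent addition.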
ELG1 genotox – qHTS screen for small molecules that induce genotoxicity in human embryonic kidney (HEK293T) cells expressing luciferase-tagged ELG1; HEK293T ELG1-luciferase reporter, luminescence, 16 h; Potency, µM (titrated, usually from 46 µM), without a hit: at the highest dose activity change, positive = activation, actives largely listed as activators; hit rate 1.3% among 330,000; AID 504466, 2011; note: % of control where 0% means no effect; nearly all actives have a fitted effect of over 60% in size
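Step 1: seed 2,000 HEK293T ELG1-luciferase cells per well. Step 2: add compound or DMSO, incubate 16 hr at 37 °C. Step 3: ONE-Glo, 30 min at room temperature, read luminescence.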
BRCA1 expr up – qHTS Assay to Identify Small Molecule Activators of BRCA1 Expression | MCF7-BRCA1-FFLuc reporter, luminescence, 48 h; response scale: scaled: vehicle 0%, 10 µM genistein 100% | hit rate 1.1% among 380,000 | Potency, µM (titrated, usually from 46.1 µM), for the others: top-dose activation, usual class: activators; note: nearly all actives have a fitted effect of over 80% in size; some results filed as inactive show a strong effect at the top dose
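Cells: MCF7-BRCA1-FFLuc, 2000/well. Exposure: 48 h, 37 °C, 5% CO2. Read: luminescence, 15 min post-substrate. Controls: genistein 10 microM (maximal activation), DMSO (neutral).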
* marks the source's active call; other numbers are inactive results; [ ] = remark or other dose. Unless noted, calls come from the whole dose curve; as a rule, active = well fitted curve in the direction sought with a large enough effect; inconclusive = small, poorly fitted or top-dose-only effect, or another doubt; inactive = no such curve, though single readings can be large; an effect the other way counts as inactive or inconclusive. Potency is the fitted concentration of half-maximal effect.

What do the screens show for `CSc1nc(O)c(C(c2cccc([N+](=O)[O-])c2)c2c(O)nc(SC)[nH]c2=O)c(=O)[nH]1`?
Rab9 promoter act: 2%; p53 reactivator: -3%; FLuc modulator: -4%; VP16 counter: -6%[10 µM]; MBNL1 CUG block: 23%; RORgamma inh: -1%; uPA generation: 4%; NPC1 prom act: -2%; ELG1 genotox: -3%; BRCA1 expr up: -20%

Results for Cc1cc(C)nc(N2CCCC(C(=O)Nc3ccc4c(c3)OCCO4)C2)n1 (stereo not given) ?
Rab9 promoter act: 3%; p53 reactivator: 13%; FLuc modulator: -3%; VP16 counter: 1%; MBNL1 CUG block: 4%; RORgamma inh: -7%; NPC1 prom act: -4%; ELG1 genotox: 8%; BRCA1 expr up: 22%

How did COCCN1C(=O)C(CC(=O)Nc2ccccc2)SC1=Nc1ccc(OC)cc1 (stereo not given) do in these assays?
Rab9 promoter act: 0%; p53 reactivator: -4%; FLuc modulator: 3%; VP16 counter: 11%; MBNL1 CUG block: 1%; RORgamma inh: 27%; uPA generation: -7%; NPC1 prom act: 0%; ELG1 genotox: 0%; BRCA1 expr up: -21%

Results for CCOc1ccc(/C=N/Nc2cc(=O)n(C)c(=O)n2C)cc1 ?
Rab9 promoter act: 0%; p53 reactivator: 16%; FLuc modulator: -19%; VP16 counter: 2%; RORgamma inh: 39%; uPA generation: -5%; NPC1 prom act: -1%; ELG1 genotox: 1%; BRCA1 expr up: -19%

Results for COC(=O)/C=C1\OC(c2ccccc2)=CC1=O ?
Rab9 promoter act: -5%; p53 reactivator: -11%; FLuc modulator: inconclusive; VP16 counter: inconclusive; RORgamma inh: -7%[10 µM]; NPC1 prom act: -6%; ELG1 genotox: inconclusive

What do the screens show for `COc1ccc(S(=O)(=O)N2CCCCC2)cc1NC(=O)c1cncc(Br)c1`?
Rab9 promoter act: -1%; p53 reactivator: -4%; uPA generation: -20%; NPC1 prom act: -1%; ELG1 genotox: 2%; BRCA1 expr up: -20%

How did O=C(CNC(=O)c1cncc(Br)c1)Nc1ccc(F)c(F)c1F do in these assays?
Rab9 promoter act: 0%; p53 reactivator: -5%; FLuc modulator: 2%; VP16 counter: 1%; MBNL1 CUG block: -2%; RORgamma inh: -5%; uPA generation: -1%; NPC1 prom act: -2%; ELG1 genotox: 2%; BRCA1 expr up: -8%

Results for COc1ccc(N(C(C)C(=O)N/N=C/c2ccc(OCC(C)C)cc2)S(C)(=O)=O)cc1 (stereo not given) ?
Rab9 promoter act: -5%; p53 reactivator: -11%; FLuc modulator: 0%; VP16 counter: inconclusive; MBNL1 CUG block: inconclusive; RORgamma inh: 21%; uPA generation: -1%; NPC1 prom act: 2%; ELG1 genotox: -7%; BRCA1 expr up: -25%

How did Cc1ccc(NC(=O)c2cc(NC(=O)c3ccccc3C(=O)O)ccc2N2CCCCC2)cc1 do in these assays?
Rab9 promoter act: -2%[1.84 µM]; p53 reactivator: 6%; FLuc modulator: -3%; VP16 counter: -6%[10 µM]; MBNL1 CUG block: -2%; RORgamma inh: -33%; uPA generation: -4%; NPC1 prom act: -4%; ELG1 genotox: -4%; BRCA1 expr up: 4%

How did Cc1ccccc1/C=N/NC(=O)Cn1nnc(N)n1 do in these assays?
Rab9 promoter act: -6%; p53 reactivator: 7%; FLuc modulator: -2%; VP16 counter: 4%; MBNL1 CUG block: -4%; RORgamma inh: -13%; uPA generation: -2%; NPC1 prom act: -5%; ELG1 genotox: 0%; BRCA1 expr up: -4%

Results for Cc1nn(C(=O)c2c(-c3ccccc3)noc2C)c(C)c1N=Nc1cc(C(F)(F)F)cc(C(F)(F)F)c1 ?
Rab9 promoter act: -2%; p53 reactivator: 4%; FLuc modulator: -1%; VP16 counter: -6%; MBNL1 CUG block: -12%; RORgamma inh: 0%; uPA generation: 0%; NPC1 prom act: -6%; ELG1 genotox: 3%; BRCA1 expr up: -15%

What do the screens show for `CSc1nc(C=Nc2ccccc2Cl)c(O)n1Cc1cccc(Cl)c1`?
Rab9 promoter act: 14%; p53 reactivator: 1%; FLuc modulator: -15%; VP16 counter: inconclusive; MBNL1 CUG block: -5%; RORgamma inh: inconclusive; uPA generation: 6%; NPC1 prom act: 22%; ELG1 genotox: -4%; BRCA1 expr up: -16%

What do the screens show for `CC1=N/C(=C\c2ccc([N+](=O)[O-])cc2)C(=O)N1c1ccc(Cl)cc1`?
Rab9 promoter act: 0%; p53 reactivator: -2%; FLuc modulator: 2%; VP16 counter: -5%; MBNL1 CUG block: inconclusive; RORgamma inh: inconclusive; uPA generation: 5%; NPC1 prom act: -5%; ELG1 genotox: 0%; BRCA1 expr up: -3%

What do the screens show for `CC(C)CNC(=O)C(=O)NCc1ccccn1`?
Rab9 promoter act: 14%; p53 reactivator: 3%; FLuc modulator: 2%; VP16 counter: -14%; MBNL1 CUG block: -12%; RORgamma inh: inconclusive; uPA generation: -2%; NPC1 prom act: 8%; ELG1 genotox: -21%; BRCA1 expr up: 2%

Results for O=C(N/N=C/c1cc(Cl)ccc1O)c1ccccc1Br ?
Rab9 promoter act: -24%; p53 reactivator: inconclusive; FLuc modulator: inconclusive; VP16 counter: 1.3µM*; MBNL1 CUG block: 22%; RORgamma inh: 0.71µM*; uPA generation: 4.5µM*; NPC1 prom act: -25%; ELG1 genotox: 16%; BRCA1 expr up: -39%

Results for CC1=NN(c2ccccc2)C(=O)/C1=C\C=C\c1ccccc1 ?
Rab9 promoter act: -1%; p53 reactivator: -12%; FLuc modulator: 17µM*; VP16 counter: inconclusive; RORgamma inh: 8.9µM*; uPA generation: -2%; NPC1 prom act: -4%; ELG1 genotox: -15%; BRCA1 expr up: -11%

How did Cc1cc(C)n(-c2ccc(C(=O)OC(C)C(=O)Nc3ccc(C(N)=O)cc3)cc2)n1 (stereo not given) do in these assays?
Rab9 promoter act: -1%; p53 reactivator: -4%; FLuc modulator: 6%; uPA generation: 0%; NPC1 prom act: -1%; ELG1 genotox: -3%; BRCA1 expr up: 1%

Results for COC(=O)COc1ccc(S(=O)(=O)NCC2CCCO2)cc1Cl (stereo not given) ?
Rab9 promoter act: -2%; p53 reactivator: -25%; FLuc modulator: 0%; VP16 counter: -16%; MBNL1 CUG block: -6%; RORgamma inh: 13%; NPC1 prom act: 1%; ELG1 genotox: -6%; BRCA1 expr up: 6%

Results for CCOc1ccc(-c2nc(C#N)c(NC3CC3)o2)cc1 ?
Rab9 promoter act: inconclusive; p53 reactivator: inconclusive; FLuc modulator: 15µM*; VP16 counter: inconclusive; MBNL1 CUG block: -1%; RORgamma inh: 16%; NPC1 prom act: 13%; ELG1 genotox: 30%; BRCA1 expr up: 10µM*

How did Nc1cc(=O)nc(SCC(=O)N2CCN(c3ccccc3)CC2)n1-c1ccc(F)cc1 do in these assays?
Rab9 promoter act: -1%; p53 reactivator: 5%; FLuc modulator: 1%; VP16 counter: -4%; MBNL1 CUG block: -1%; RORgamma inh: 15%; uPA generation: -21%; NPC1 prom act: 2%; ELG1 genotox: 1%; BRCA1 expr up: 6%

Results for Cc1ccc(-c2nnc(-c3ccc4c(c3)OCO4)o2)cc1 ?
Rab9 promoter act: 0.71µM*; p53 reactivator: 3%; FLuc modulator: 1.3µM*; VP16 counter: -10%; MBNL1 CUG block: -2%; RORgamma inh: 11%; uPA generation: -1%; NPC1 prom act: 1µM*; ELG1 genotox: 6.5µM*; BRCA1 expr up: inconclusive

What do the screens show for `COc1ccccc1Nc1nc2nonc2nc1N1CCCCC1C` (stereo not given)?
Rab9 promoter act: -5%; p53 reactivator: 4%; FLuc modulator: 0%; VP16 counter: -16%; RORgamma inh: -16%; uPA generation: -18%; NPC1 prom act: 1%; ELG1 genotox: 0%; BRCA1 expr up: -4%

What do the screens show for `CCCCN(C(=O)Cn1nnc2ccccc21)C(C(=O)NCc1ccco1)c1ccncc1` (stereo not given)?
Rab9 promoter act: 8%; p53 reactivator: 21%; FLuc modulator: -5%; VP16 counter: 2%; MBNL1 CUG block: -3%; RORgamma inh: -7%; uPA generation: -2%; NPC1 prom act: 0%; ELG1 genotox: -4%; BRCA1 expr up: -15%

How did Cc1ccccc1CSc1nnc(-c2cccnc2)n1N do in these assays?
Rab9 promoter act: 13%; p53 reactivator: 11%; FLuc modulator: -1%; VP16 counter: 9%; MBNL1 CUG block: 9%; RORgamma inh: 19%; uPA generation: 3%; NPC1 prom act: 11%; ELG1 genotox: inconclusive; BRCA1 expr up: 32%
